Bioassay records deposited in PubChem by The Scripps Research Institute Molecular Screening Center.
TEAD-YAP inh: TEAD-YAP interaction inhibition; HEK-TIYL cells, TEAD-Gal4/YAP UAS-luciferase luminescence; inhibition, % at 9.12 µM; hit rate 1.4% among 640,000; AID 1259422; in the data active = inhibition above about 32%;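 also: 0% = median of test compound wells and 100% = reference inhibitor wells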
FBW7 act: activators of human E3 ligase FBW7; Q969H0; AlphaScreen FBW7–phospho-cyclin E peptide binding, activator screen; normalized activity (activation), % at 26.1 µM; hit rate 0.13% among 650,000; AID 1259310; in the data active = normalized activity above about 1.9%;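 also: purified mutant Fbw7 with reduced substrate affinity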
GPR151 ag: human GPR151 activation. Q8TDV0. PathHunter beta-arrestin GPR151 cells, luminescence. hit rate 1% among 650,000. AID 1508602. activation, % at 11.2 µM; in the data active = activation above about 4.9%;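 also: 0% = median of compound wells and 100% = cells with positive control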
Target sequence (Q8TDV0 whole entry, looked up): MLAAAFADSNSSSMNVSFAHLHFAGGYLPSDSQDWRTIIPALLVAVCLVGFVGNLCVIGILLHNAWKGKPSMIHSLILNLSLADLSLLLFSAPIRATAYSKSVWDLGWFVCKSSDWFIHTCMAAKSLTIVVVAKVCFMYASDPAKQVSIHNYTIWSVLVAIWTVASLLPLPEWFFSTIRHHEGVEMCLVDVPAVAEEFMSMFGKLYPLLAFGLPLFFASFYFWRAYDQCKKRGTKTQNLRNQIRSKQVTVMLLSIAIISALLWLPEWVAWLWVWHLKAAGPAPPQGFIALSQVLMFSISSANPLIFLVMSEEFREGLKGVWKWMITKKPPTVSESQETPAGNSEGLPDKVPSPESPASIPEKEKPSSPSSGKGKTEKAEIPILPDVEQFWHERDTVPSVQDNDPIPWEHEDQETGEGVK
MITF primary: blocks human microphthalmia-associated transcription factor. O75030. AlphaScreen MITF homodimerization, bead proximity signal. inhibition, % at 2.6 µM. hit rate 0.91% among 650,000; in the data active = inhibition above about 50%;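 also: 0% = vehicle wells with protein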
Target sequence (O75030 whole entry, looked up): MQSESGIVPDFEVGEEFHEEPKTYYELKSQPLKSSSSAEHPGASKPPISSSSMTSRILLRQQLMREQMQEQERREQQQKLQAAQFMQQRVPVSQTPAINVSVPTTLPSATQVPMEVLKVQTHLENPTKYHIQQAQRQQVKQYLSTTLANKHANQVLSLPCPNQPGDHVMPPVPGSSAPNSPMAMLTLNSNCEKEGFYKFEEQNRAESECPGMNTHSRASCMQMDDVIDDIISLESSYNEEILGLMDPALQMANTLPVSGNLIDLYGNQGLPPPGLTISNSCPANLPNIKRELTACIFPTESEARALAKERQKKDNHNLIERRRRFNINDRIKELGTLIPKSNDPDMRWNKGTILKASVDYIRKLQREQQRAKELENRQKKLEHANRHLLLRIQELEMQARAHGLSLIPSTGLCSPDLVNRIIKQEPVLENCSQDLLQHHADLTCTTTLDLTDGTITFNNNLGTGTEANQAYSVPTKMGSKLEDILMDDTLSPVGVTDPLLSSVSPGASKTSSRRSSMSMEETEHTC
Active calls of the source: *.

# | structure | TEAD-YAP inh | FBW7 act
1 | Cc1cccc(NC(=O)CN(c2ccc(Cl)cc2Cl)S(=O)(=O)c2ccccc2)c1 | -3.5 | -0.1
2 | Cn1nc(-c2ccc([N+](=O)[O-])cc2)nc2c(=O)n(C)c(=O)nc1-2 | 55.0* | -0.3
3 | CCOC(=O)c1oc2ccccc2c1NC(=O)COc1ccc(OC)cc1 | -9.4 | -0.3
4 | CCCc1cc(=O)oc2c(C)c(OCc3ccccc3)ccc12 | -0.2 | 0.1
5 | O=C(CSc1nc2ccc(N3C(=O)c4ccc([N+](=O)[O-])cc4C3=O)cc2s1)NCC1CCCO1 (stereo not drawn) | -8.9 | 0.2
6 | CC1(c2ccccc2Cl)NC(=O)N(CC#N)C1=O (stereo not drawn) | 5.1 | 0.1
7 | NC(=O)N(C(=S)N1CCCCC1)c1ccccc1 | 2.2 | 0.1
8 | O=C(CN(Cc1ccccc1)S(=O)(=O)c1cc(Cl)ccc1Cl)N1CCN(c2ccc(F)cc2)CC1 | 0.9 | 0.0
9 | COc1ccc(-n2nc(C(=O)NCC(=O)N3CCN(c4ccccc4)CC3)c3ccccc3c2=O)c(OC)c1 | -6.8 | -0.1
10 | CCC1(C)CC(=O)c2c(ccc3oc(C(=O)NCCOC)c(C)c23)O1 (stereo not drawn) | -49.8 | -0.1
11 | CC(C)C(NC(=O)OC(C)(C)C)C(=O)NC(Cc1ccccc1)C(N)=O (stereo not drawn) | 12.4 | -0.1
12 | CC(C)c1cccc(OCCOCCNCCN)c1 | 3.1 | -0.2

# | GPR151 ag | MITF primary
1 | 0.0 | 0.7
2 | -7.7 | 7.3
3 | -0.9 | -7.8
4 | 1.4 | -5.1
5 | -0.6 | 8.3
6 | -0.3 | 10.9
7 | 0.6 | 10.0
8 | -0.5 | -0.6
9 | 0.2 | 6.2
10 | -1.4 | 0.5
11 | 2.4 | 3.0
12 | 0.2 | 50.6*

Gathered by group, those above containing a nitro group on carbon
# | structure | TEAD-YAP inh | FBW7 act
2 | Cn1nc(-c2ccc([N+](=O)[O-])cc2)nc2c(=O)n(C)c(=O)nc1-2 | 55.0* | -0.3
5 | O=C(CSc1nc2ccc(N3C(=O)c4ccc([N+](=O)[O-])cc4C3=O)cc2s1)NCC1CCCO1 (stereo not drawn) | -8.9 | 0.2

# | GPR151 ag | MITF primary
2 | -7.7 | 7.3
5 | -0.6 | 8.3

Returning to the listing, starting six compounds before the break.
# | structure | TEAD-YAP inh | FBW7 act
7 | NC(=O)N(C(=S)N1CCCCC1)c1ccccc1 | 2.2 | 0.1
8 | O=C(CN(Cc1ccccc1)S(=O)(=O)c1cc(Cl)ccc1Cl)N1CCN(c2ccc(F)cc2)CC1 | 0.9 | 0.0
9 | COc1ccc(-n2nc(C(=O)NCC(=O)N3CCN(c4ccccc4)CC3)c3ccccc3c2=O)c(OC)c1 | -6.8 | -0.1
10 | CCC1(C)CC(=O)c2c(ccc3oc(C(=O)NCCOC)c(C)c23)O1 (stereo not drawn) | -49.8 | -0.1
11 | CC(C)C(NC(=O)OC(C)(C)C)C(=O)NC(Cc1ccccc1)C(N)=O (stereo not drawn) | 12.4 | -0.1
12 | CC(C)c1cccc(OCCOCCNCCN)c1 | 3.1 | -0.2
13 | CCCCNC(=O)CCCCCn1c(=O)[nH]c2ccccc2c1=O | 5.2 | 0.2
14 | COc1cc(OC)cc(C(=O)N(Cc2nc(-c3ccc(C)cc3)no2)C(C)C)c1 | 1.3 | -0.2
15 | COc1ccc(CCN2C(=S)N(c3ccc(Cl)cc3)C(=O)C2CC(=O)Nc2ccc(F)cc2)cc1OC (stereo not drawn) | -3.3 | 0.0
16 | CCn1c(-c2ccc(O)cc2)n[nH]c1=S | 8.6 | 0.1
17 | CC(C)C(=O)N1CCCc2ccc(NS(=O)(=O)c3ccc(Br)cc3)cc21 | 8.5 | 0.0
18 | COc1ccc(CCNC(=O)CSc2nnc(C)c(=O)[nH]2)cc1OC | -4.2 | -0.2
19 | Cc1nn(C)c(Cl)c1/C=C/C(=O)O | 0.4 | -0.1
20 | CN(c1cccc(NS(C)(=O)=O)c1)S(C)(=O)=O | 11.7 | 0.2
21 | CS(=O)(=O)N(CC(=O)N1CCC(Cc2ccccc2)CC1)Cc1ccc(Cl)cc1 | 6.3 | 0.0
22 | NC(=O)NC(=O)CSc1nnc(-c2ccc3c(c2)OCO3)o1 | -6.6 | 0.1
23 | FC(F)(F)c1ccc(CNC2CCN(Cc3ccncc3)CC2)cn1 | 8.6 | 0.0
24 | CC(=O)OCC1=C(C(=O)O)N2C(=O)C(NC(=O)C(C)n3cc([N+](=O)[O-])cn3)C2SC1 (stereo not drawn) | -7.3 | -0.4

# | GPR151 ag | MITF primary
7 | 0.6 | 10.0
8 | -0.5 | -0.6
9 | 0.2 | 6.2
10 | -1.4 | 0.5
11 | 2.4 | 3.0
12 | 0.2 | 50.6*
13 | -0.3 | -3.8
14 | -0.5 | 2.9
15 | -0.7 | 8.3
16 | -0.1 | -8.3
17 | 0.4 | -2.8
18 | -0.6 | 0.3
19 | 0.6 | -8.9
20 | -1.5 | -10.8
21 | -0.1 | 18.2
22 | 2.5 | 1.9
23 | -1.9 | -11.7
24 | 0.1 | -5.9

Continued.
# | structure | TEAD-YAP inh | FBW7 act
25 | Cc1cc(=O)n(C)c(=O)n1CCCN1CCCC1 | -0.8 | 0.1
26 | Oc1ccc(NC(=S)Nc2ccccc2)cc1 | -4.9 | 0.0
27 | O=C1NC2=C(C(=O)OC2)C(c2ccc(OC(F)(F)F)cc2)N1 (stereo not drawn) | 0.2 | -0.1
28 | CC1CCc2c(nc3ncnn3c2NCc2ccco2)C1 (stereo not drawn) | -8.4 | 0.8
29 | O=C(CCC(=O)NC1CCN2CCCc3cccc1c32)NCCN1CCOCC1 (stereo not drawn) | -9.6 | -0.2
30 | N#Cc1ccc(C2C3=C(CCCC3=O)NC3=C2C(=O)CCC3)cc1 | 5.3 | 0.1
31 | O=C(c1ccccc1-c1nc2ccccc2[nH]1)N1CCOCC1 | 2.9 | 0.0
32 | CCC(C)(C)NC(=O)C(c1sccc1C)N(Cc1ccco1)C(=O)c1csnn1 (stereo not drawn) | 7.9 | 0.0
33 | O=[N+]([O-])c1ccc(S(=O)(=O)N2CCC(c3nc4ccc(Cl)cc4[nH]3)CC2)cc1 | 1.8 | 0.0
34 | COc1ccccc1CNC(=O)C/C(C)=N/NC(=O)Cc1ccc(-c2ccccc2)cc1 | -8.5 | 0.0
35 | CCCCn1c(=O)c2oc3ccccc3c2n(CC(=O)Nc2c(C)cccc2CC)c1=O | 3.7 | 0.0
36 | CN(C)CC(=O)Nc1ccc(Oc2ccc(Cl)cc2)cc1 | -15.4 | -0.2

# | GPR151 ag | MITF primary
25 | -2.7 | 44.3
26 | -1.4 | 6.8
27 | 1.1 | 2.7
28 | -0.3 | 9.0
29 | 1.8 | 0.0
30 | 0.9 | -11.1
31 | 2.3 | 6.2
32 | 0.4 | 9.3
33 | 1.2 | -0.8
34 | 1.3 | 50.0
35 | 0.1 | 8.1
36 | -0.1 | -6.4

Remaining list, next part:
# | structure | TEAD-YAP inh | FBW7 act
37 | O=C(COc1cccc(Br)c1)N1N=CCC1(O)C(F)(F)F (stereo not drawn) | 2.7 | 0.1
38 | Cc1ccc(-n2nnnc2SCC(=O)c2ccc3c(c2)OCCO3)cc1C | -6.8 | 0.0
39 | C/C=C/C(=O)Nc1nnc(-c2cccs2)s1 | 6.4 | -0.3
40 | NCCCC[C@@H]1NC(=O)[C@H]2CN(C(=O)c3ccccc3)CCN2C1=O | -1.1 | -0.1
41 | Cc1ccccc1NC(=O)NCCNc1nc2cc3c(cc2cc1C#N)OCO3 | -6.7 | 0.1
42 | CC(C)n1cc(C(=O)N2CCC(n3nccc3NC(=O)CCc3ccccc3)CC2)cn1 | 3.3 | -0.1
43 | O=C(N/N=C/c1c(O)ccc2ccccc12)C(=O)N1CCCC1 | 16.4 | -0.2
44 | CC(C)(c1ccc(O)cc1[N+](=O)[O-])c1ccc(O)cc1[N+](=O)[O-] | -0.8 | 0.3
45 | Cc1ccc(-n2c(C)cc(/C=C/C(=O)O)c2C)cc1 | -0.2 | -0.1
46 | Cc1cccn2c(=O)c3cc(C(=O)Nc4ccc(F)cc4F)sc3nc12 | 0.7 | -0.2
47 | N#C/C(=C/c1ccc(-c2cccc(C(=O)O)c2)o1)C(=O)Nc1ccc(F)cc1 | -20.7 | -0.1
48 | COc1ccc(S(=O)(=O)N(C)CC(=O)NC2CCCC2)cc1OC | -8.2 | -0.1

# | GPR151 ag | MITF primary
37 | -0.4 | 18.2
38 | 0.5 | 8.9
39 | 0.8 | -5.0
40 | 3.1 | -11.4
41 | 0.5 | -10.0
42 | -0.4 | -7.7
43 | 0.8 | -96.0
44 | -1.6 | 6.9
45 | -0.5 | 44.0
46 | 0.1 | -13.9
47 | 0.8 | -1.9
48 | -0.5 | -6.7

Following part.
# | structure | TEAD-YAP inh | FBW7 act
49 | Clc1ccc(C(c2ccccc2)N2CCN(c3ncnc4c3cnn4-c3ccccc3)CC2)cc1 (stereo not drawn) | -0.4 | 0.0
50 | O=C(c1cc(-c2ccc3c(c2)OCO3)on1)N1CCCCC1 | 20.1 | -0.1
51 | COc1ccccc1N(CC(=O)Nc1ccccc1Cl)S(C)(=O)=O | -6.8 | 0.1
52 | CC1(C)CC(=O)c2cc(OCC(=O)NCCN3CCCc4ccccc43)ccc2O1 | 15.1 | 0.0
53 | OCCCNc1nc(-c2cccc(Cl)c2)nc2ccccc12 | 23.1 | 0.0
54 | COc1ccc(S(=O)(=O)Nc2cccc(C)n2)c2ccccc12 | -4.8 | 0.0
55 | CCCCn1c(CNC(=O)c2ccccc2F)nnc1SC(C)C(=O)Nc1sc2c(c1C(=O)OCC)CCCC2 (stereo not drawn) | 4.8 | 0.1
56 | CCc1ccc(C(=O)COC(=O)C(Cc2c[nH]c3ccccc23)NC(=O)c2ccco2)cc1 (stereo not drawn) | -16.7 | 0.1
57 | Cc1cc(NS(=O)(=O)c2cccc([N+](=O)[O-])c2)c(C)c(Cl)c1O | 10.0 | 0.2
58 | O=C(c1ccco1)N1CCN(C(=O)C2CCCO2)CC1 (stereo not drawn) | -4.9 | -0.1
59 | CC(=O)C(Cc1ccco1)CC1CCOC(C)(C)C1 (stereo not drawn) | 11.9 | 0.1
60 | COc1ccc(CCNC(=O)c2ccn[nH]2)cc1OC | -6.7 | -0.1

# | GPR151 ag | MITF primary
49 | -1.1 | 12.4
50 | -2.5 | 10.4
51 | 0.8 | 15.1
52 | -0.6 | 11.7
53 | 0.9 | 0.8
54 | 1.4 | -14.0
55 | -0.3 | 6.9
56 | -1.0 | -4.4
57 | -0.5 | 14.3
58 | 1.1 | 14.4
59 | 1.1 | 5.1
60 | -0.8 | -3.2

Further compounds.
# | structure | TEAD-YAP inh | FBW7 act
61 | O=C(OCC12CC3CC(CC(C3)C1)C2)c1ccccc1 | 0.4 | 0.6
62 | C=C1c2ccccc2NC(=O)N1c1ccc(Cl)c(Cl)c1 | 4.0 | 0.0
63 | Cc1c(C(=O)NCc2cccnc2)sc2ncn(CC(=O)Nc3cccc(C(F)(F)F)c3)c(=O)c12 | -4.8 | -0.1
64 | COc1cccc(CN(C(=O)c2ccc(C)cc2)C2CCS(=O)(=O)C2)c1 (stereo not drawn) | -0.3 | 0.1
65 | NS(=O)(=O)c1ccc(NC(=O)c2ccc(-c3ccc([N+](=O)[O-])cc3Cl)o2)cc1 | -3.0 | -0.2
66 | COc1ccc(S(=O)(=O)NCCC(=O)OCC(=O)NC2CC2)cc1 | -12.8 | 0.3
67 | Cc1ccc(/C=C2\N=C(c3c(-c4ccccc4)noc3C)OC2=O)o1 | 5.6 | -0.1
68 | COc1ccccc1NC(=O)c1ccc(N2CC3CC(C2)c2cccc(=O)n2C3)c(NC(=O)c2ccncc2)c1 (stereo not drawn) | 7.0 | 0.2
69 | Cc1ccc(OCNC(=O)N2CCOCC2)cc1 | -3.9 | -0.1
70 | CC(C)c1cc(CN2CCC(Oc3cccc(C(=O)N4CCCC4)c3)CC2)[nH]n1 | -3.5 | 0.2
71 | CN1CCN(C(=O)Cn2c(=O)oc3cc(S(=O)(=O)NCc4ccccc4)ccc32)CC1 | 8.7 | -0.1
72 | CCOc1ccc(NC(=O)COc2cc(C)c(Cl)c(C)c2)cc1 | -23.0 | 0.4

# | GPR151 ag | MITF primary
61 | -1.0 | 2.7
62 | -0.4 | 5.3
63 | -1.0 | 5.2
64 | 0.3 | -6.5
65 | -0.2 | -0.3
66 | 0.2 | 12.4
67 | 0.8 | -4.6
68 | -1.8 | 8.5
69 | -0.4 | 13.8
70 | 2.4 | -5.0
71 | 0.3 | -5.1
72 | -0.4 | 12.9

Next section:
# | structure | TEAD-YAP inh | FBW7 act
73 | O=C(Nc1ccc(S(=O)(=O)N2CCN(c3cnccn3)CC2)cc1)C1CC1 | -3.5 | -0.1
74 | COc1ccc(Br)c(C(=O)N/C(=C\c2cccc([N+](=O)[O-])c2)C(=O)Nc2ccc(F)cc2)c1 | -2.5 | -0.1
75 | Cc1cc(N(CC(=O)N2CCCCCC2)S(C)(=O)=O)ccc1Br | 0.0 | -0.1
76 | Cc1ccc(/C(O)=C/C(=O)C(F)(F)F)cc1 | 6.2 | -0.1
77 | O=C(Nc1ccc2oc(-c3ccccc3Cl)nc2c1)c1cc([N+](=O)[O-])ccc1Cl | 26.4 | 0.1

# | GPR151 ag | MITF primary
73 | -1.2 | -2.8
74 | 2.2 | -4.0
75 | -1.2 | -2.5
76 | 1.0 | 2.4
77 | 2.4 | 4.1
